High-throughput results: PubChem, The Scripps Research Institute Molecular Screening Center
GSTO1 inh: inhibitors of recombinant GSTO1, primary screen, counter-screen for RBBP9 inhibitor project, biochemical, fluorescence polarization. Glutathione S-transferase omega-1 (Homo sapiens), P78417. activity-based probe fluorescence polarization. inhibition, % at 5.96 µM. 1.1% of 300,000 active. AID 1974, 2009;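 active means inhibition above the campaign mean inhibition plus 3 SD, cut at about 35% in these data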;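 further: 0% = GSTO1-1 with DMSO and 100% = wells lacking GSTO1-1 enzyme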
Target sequence (P78417 whole entry, looked up): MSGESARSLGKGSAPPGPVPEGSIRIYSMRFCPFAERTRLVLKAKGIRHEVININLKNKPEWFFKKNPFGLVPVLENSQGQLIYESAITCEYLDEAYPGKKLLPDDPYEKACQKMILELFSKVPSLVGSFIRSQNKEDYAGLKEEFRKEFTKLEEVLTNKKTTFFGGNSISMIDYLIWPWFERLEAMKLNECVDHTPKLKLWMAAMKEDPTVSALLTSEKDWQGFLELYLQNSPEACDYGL
LYPLA2 counter: LYPLA2 inhibitors, primary screen, counter-screen for PME1 inhibitor project, biochemical, fluorescence polarization, FP-Rh probe ABPP; Acyl-protein thioesterase 2 (Homo sapiens), O95372; inhibition, % at 5.9 µM; 0.38% of 320,000 active; recombinant LYPLA2;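 active means inhibition above the screen-wide mean plus 3 SD, limit set per campaign, cut at about 26% in these data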;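 further: 0% = LYPLA2 with DMSO and 100% = wells lacking LYPLA2 enzyme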
Target sequence (O95372 whole entry, looked up): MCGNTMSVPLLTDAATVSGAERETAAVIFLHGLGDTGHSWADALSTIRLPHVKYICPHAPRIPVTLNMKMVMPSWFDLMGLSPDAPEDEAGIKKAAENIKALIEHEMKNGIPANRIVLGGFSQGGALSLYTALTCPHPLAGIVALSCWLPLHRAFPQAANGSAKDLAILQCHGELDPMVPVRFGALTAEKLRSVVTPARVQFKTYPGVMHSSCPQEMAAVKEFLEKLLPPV
PAD4 FP inh: human PAD4 inhibitors, primary screen, biochemical, fluorescence polarization, 1536-well format. AID 485272, 2010. inhibition, % at 6.36 µM. 0.41% of 330,000 active. Protein-arginine deiminase type-4 (Homo sapiens), Q9UM07. recombinant PAD4, RCA probe fluorescence polarization;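 active means percent inhibition above a cutoff equal to the mean of all tested compounds plus 3 SD, cut at about 15% in these data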;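 further: 0% = PAD4 with RCA probe and DMSO and 100% = probe without PAD4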
PREPL inhibitor: PREPL enzyme inhibitors, primary screen, biochemical, fluorescence polarization | Prolyl endopeptidase-like (Homo sapiens), Q4J6C6 | recombinant PREPL, fluorescence polarization activity-based probe | inhibition, % at 5.96 µM | 0.68% of 320,000 active; in the data active means inhibition above about 43%;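 further: 0% = enzyme with DMSO and 100% = wells lacking enzyme; many of its hits are not listed in these tables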
PME-1 inh: PME-1 inhibitors via competitive probe labeling, primary screen, biochemical, fluorescence polarization, FP-Rh probe, HTS. Protein phosphatase methylesterase 1 (Homo sapiens), Q9Y570. recombinant PME-1. inhibition, % at 5.9 µM. 0.53% of 320,000 active. AID 2130, 2009;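 active means inhibition above the campaign mean of all compounds plus 3 SD, cut at about 26% in these data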;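 further: competitive labeling of PME-1 active site by serine hydrolase directed probe; 0% = PME-1 with DMSO and 100% = wells lacking PME-1 enzyme; inhibitors block probe labeling so polarization falls and inhibition rises; many of its hits are not listed in these tables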
Target sequence (Q9Y570 whole entry, looked up): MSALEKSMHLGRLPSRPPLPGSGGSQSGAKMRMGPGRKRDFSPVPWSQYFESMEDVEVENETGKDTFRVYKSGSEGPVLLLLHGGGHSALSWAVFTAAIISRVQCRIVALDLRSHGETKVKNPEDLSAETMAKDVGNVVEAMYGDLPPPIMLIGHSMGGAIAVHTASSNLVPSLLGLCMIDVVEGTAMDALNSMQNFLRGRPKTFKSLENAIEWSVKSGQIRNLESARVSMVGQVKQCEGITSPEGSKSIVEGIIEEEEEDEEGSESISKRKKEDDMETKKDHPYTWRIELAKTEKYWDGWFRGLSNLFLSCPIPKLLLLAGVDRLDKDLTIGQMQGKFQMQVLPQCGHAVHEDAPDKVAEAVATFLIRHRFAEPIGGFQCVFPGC
PAFAH1B2 inh: PAFAH1B2 enzyme inhibitors, primary screen, biochemical, fluorescence polarization, human; Platelet-activating factor acetylhydrolase IB subunit alpha2 (Homo sapiens), P68402; recombinant PAFAH1B2, FP-rhodamine activity probe; inhibition, % at 3.39 µM; 1.2% of 340,000 active; AID 492953, 2010;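 active means inhibition above the mean of all tested compounds plus 3 SD, cut at about 24% in these data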;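 further: 0% = enzyme with DMSO and 100% = wells lacking PAFAH1B2; many of its hits are not listed in these tables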
PAFAH1B3 inh: PAFAH1B3 enzyme inhibitors, primary screen, biochemical, fluorescence polarization, human; Platelet-activating factor acetylhydrolase IB subunit alpha1 (Homo sapiens), Q15102; recombinant PAFAH1B3, FP-rhodamine probe; inhibition, % at 3.39 µM; 0.28% of 340,000 active; AID 492972, 2010;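 active means inhibition above the screen-wide average of all tested compounds plus 3 SD, cut at about 25% in these data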;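 further: 0% = enzyme with DMSO only and 100% = wells lacking PAFAH1B3 protein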
LYPLA1 inh: LYPLA1 inhibitors, primary screen, counter-screen for PME1 inhibitor project, biochemical, fluorescence polarization, FP-Rh probe ABPP. recombinant LYPLA1. inhibition, % at 5.9 µM. 0.16% of 320,000 active. AID 2174, 2009;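 active means inhibition above the mean of all tested compounds plus 3 SD, set per campaign, cut at about 14% in these data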;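 further: inhibitors block serine hydrolase probe labeling of LYPLA1 so polarization falls; 0% = enzyme with DMSO and 100% = wells lacking LYPLA1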
pPAFAH inh: pPAFAH enzyme inhibitors, primary screen, biochemical, fluorescence polarization, human; 1.5% of 330,000 active; AID 463082, 2010; inhibition, % at 3.39 µM; recombinant pPAFAH, FP-rhodamine probe fluorescence polarization; Platelet-activating factor acetylhydrolase (Homo sapiens), Q13093;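 active means inhibition above the mean inhibition across the screen plus 3 SD, cut at about 25% in these data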;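 further: inhibitors block binding of the rhodamine activity-based probe so polarization drops; 0% = enzyme with DMSO and 100% = wells lacking pPAFAH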
The depositor's hits bear a star; . = no result given. An excerpt; the hit share may differ from the screen's.

SMILES	GSTO1 inh	LYPLA2 counter	PAD4 FP inh	PREPL inhibitor	PME-1 inh	PAFAH1B2 inh	PAFAH1B3 inh	LYPLA1 inh	pPAFAH inh
Cn1c(=O)c2c(nc(N3CCOCC3)n2C/C=C/c2ccccc2)n(C)c1=O	7	3	2	5	-1	.	.	-2	7
Cn1c(N)c(C(=O)COC(=O)CCOc2ccc(C(C)(C)C)cc2)c(=O)n(C)c1=O	3	-5	-4	10	-5	2	-2	-4	-2
COc1ccc(CN2CCN(S(=O)(=O)c3ccccc3)CC2)c(OC)c1	-13	0	-2	11	-2	2	7	1	2
CCN(CC)CCCNC(=O)c1ccc(CS(=O)(=O)c2ccccc2OC)o1	-1	5	-3	0	-2	2	3	-3	1
CC(=O)c1cc(-c2ccccc2)n(CC(=O)N2CCCCC2)c1C	4	1	4	10	2	2	1	1	-2
CCOC(=O)c1c(NC(=O)Nc2ccc(F)cc2)sc2c1CCN(C)C2	-7	-8	1	16	2	2	1	1	-2
CC1CN(C(=O)c2cc3cc([N+](=O)[O-])ccc3oc2=O)CC(C)O1 (stereo unspecified)	4	0	-2	-5	4	-1	0	1	2
COC(=O)C(=Cc1ccc(OCc2ccc([N+](=O)[O-])cc2)c(OC)c1)C(=O)OC	-8	1	0	32	-4	2	3	0	-3
CCn1c(=S)sc2c(=O)n(CC(=O)Nc3ccc(OC)c(Cl)c3)c(C)nc21	4	-5	-2	-7	-3	5	3	-1	4
C=C1SC(Nc2c(C)cccc2C)=NC12CCCCC2	8	-2	5	3	-10	.	.	0	-5
CCOc1ncccc1C(=O)OCC(=O)N(CC(C)C)c1c(N)n(Cc2ccccc2)c(=O)[nH]c1=O	3	0	1	3	3	1	6	4	1
C/C(=N\NC(=O)c1cccc(N/N=C(\C)c2ccccc2)c1)c1ccccc1	2	-3	-2	17	2	-2	-4	-10	14
NC(=O)c1ccc[n+](CC(=O)c2ccc(NC(=O)c3ccccc3)cc2)c1	-3	9	-4	11	-3	0	6	5	3
Cc1ccc(NC(=O)CSc2nc(N)cc(=O)[nH]2)cc1S(=O)(=O)N1CCCCCC1	.	.	-2	-4	.	-5	-2	.	-8
CC1(c2nnc(Cc3ccccc3)o2)CC(c2cccc(F)c2)=NO1 (stereo unspecified)	0	5	0	-30	1	9	2	-3	-2
Cc1ccc(NC(=O)c2cc(C)nc3ccccc23)cc1	0	5	-3	4	-10	4	-1	-3	2
O=C(/C=C/c1cc([N+](=O)[O-])ccc1OC(F)F)Nc1cccc([N+](=O)[O-])c1	-12	1	-2	8	2	-2	0	-1	2
Cc1ccc(CNCc2cccnc2)s1	2	-2	-4	16	-8	7	4	3	-2
O=C(Cc1ccc(Br)cc1)Nc1ccccc1N1CCCC1	1	0	-1	23	2	16	-3	3	5
Cc1nc(NC(=O)CSc2nnnn2C)sc1C	5	2	7	2	0	-6	1	-4	6
O=C1CCC/C1=C/Nc1ccc2c(c1)OCO2	15	-8	-2	22	11	-1	2	-2	22
CCOC(=O)CC(=O)CSc1nc2ccccc2c(=O)n1-c1ccc(C(=O)N2CCOCC2)cc1	-33	-4	1	6	-4	1	-1	-2	3
CCCNC(=O)c1ccc(N2CCC3(CC2)CC(c2cccc(Br)c2)=NO3)c(NC(=O)c2ccccc2)c1	4	-14	0	4	-12	-8	-5	-7	-8
Cc1cc(Cl)ccc1OCC(=O)OC(C)C(=O)NC(N)=O (stereo unspecified)	4	4	1	-10	-2	-4	4	1	-2
Cc1[nH][nH]c(=O)c1C	.	-5	-3	-1	3	12	7	0	2
N#CCCN(C(=O)CN1C(=O)NC2(CCCC2)C1=O)c1ccccc1F	5	3	-1	3	0	2	-7	-3	2
O=C(c1cccs1)N1CCN(c2nc3ccccc3s2)CC1	0	4	-1	2	3	-2	1	-2	5
N=c1c2c(n(Cc3ccc(F)cc3)c3c1CCC3)CCCC2	7	-2	2	21	0	5	2	-3	3
CC(C)C(=O)N(c1ccc2oc(=O)sc2c1)S(=O)(=O)c1cccs1	17	3	15	3	2	1	9	2	8
CCOc1ccc(NC(=O)c2ccc(NC(=O)COC(=O)c3ccc(NC(=O)CC#N)cc3)cc2)cc1	-28	-84	-17	-19	-117	-27	-50	-48	0
COc1ccc(C2/C(=C(\O)c3ccc4c(c3)OCCO4)C(=O)C(=O)N2Cc2ccco2)c(OC)c1 (stereo unspecified)	-2	-8	-1	-6	0	4	-5	-3	5
Cc1ccc(-c2cc(C(F)F)n3ncc(C(=O)N4CCN(c5ccccn5)CC4)c3n2)cc1	-4	6	-4	-22	3	2	8	-2	-5
O=c1c2ccccc2[nH]c(=S)n1CCc1ccccc1	1	-2	-6	-7	-9	5	4	-1	-5
COC(=O)C1=C(N)Oc2cc(C)n(Cc3ccco3)c(=O)c2C1c1cccc(Cl)c1 (stereo unspecified)	-11	1	-3	-10	11	4	5	-7	13
C=CCSc1ncc(C#N)c(N)n1	-1	4	-7	3	2	7	7	3	-5
CC(C)CCNC(=O)C(=O)Nc1ccc2c(c1)N(S(=O)(=O)c1cccs1)CCC2	-9	-16	-3	-14	-13	3	-4	-8	-1
COC(=O)CCN(c1ccccc1)S(=O)(=O)c1cc(-c2cc(C)no2)ccc1C	-1	4	-1	12	4	0	1	1	3
CC(=O)NC(c1ccc(C(C)C)cc1)c1ccc2cccnc2c1O (stereo unspecified)	1	-4	-3	-36	1	2	15	-2	17
COc1cc(-c2nc(-c3ccccc3)c(-c3cccs3)[nH]2)cc(OC)c1OC	-2	0	4	4	0	4	9	-4	19
COc1ccccc1CNC(=O)CCS(=O)(=O)Cc1ccc(C)cc1	4	-5	-1	-7	-1	6	6	-1	18
CCOc1cccc(C(=O)Nc2cccnc2)c1	1	5	-2	6	-8	0	1	4	5
O=C(CC1(O)C(=O)Nc2ccc(Br)cc21)c1ccc2c(c1)OCO2 (stereo unspecified)	13	-2	4	9	5	2	8	1	0
CCOC(=O)CC(NC(=O)CCc1c(C)nc2nc(C)nn2c1C)c1ccc(C)cc1 (stereo unspecified)	-1	6	4	0	-2	5	1	-2	2
Nc1cc(C(F)(F)F)cc([N+](=O)[O-])c1N	-3	0	-3	0	5	0	6	3	3
COc1cc(C(=O)Nc2ccc(N(C)C)cc2)c([N+](=O)[O-])cc1OC	10	-2	2	13	0	-1	-4	-1	6
CCOC(=O)C1=C(CC)OC(N)=C(C#N)C1c1ccsc1 (stereo unspecified)	4	-1	-4	-9	-2	0	8	-2	-3
CC(C)OC(=O)CC1C(=O)NCCN1C(=S)NC(=O)CCc1ccccc1 (stereo unspecified)	13	4	2	-1	-4	4	-1	-2	2
Clc1ccc(-c2nnc(NCCN3CCCC3)c3ccccc23)cc1	0	1	-1	6	-3	5	10	-2	0
CCOC(=O)c1cnc(SCc2nc(N)nc(Nc3ccccc3)n2)nc1N	0	-1	-2	-23	-26	2	-1	-3	-2
Cc1ccc(C(=O)NC2(C(F)(F)F)N=C3SCCN3C2=O)cc1 (stereo unspecified)	1	4	-3	-1	-5	2	6	0	-5

(list continues)
SMILES	GSTO1 inh	LYPLA2 counter	PAD4 FP inh	PREPL inhibitor	PME-1 inh	PAFAH1B2 inh	PAFAH1B3 inh	LYPLA1 inh	pPAFAH inh
CCOCCc1nnc(NC(=O)C2CC(=O)N(CCc3ccc(F)cc3)C2)s1 (stereo unspecified)	0	4	-5	-8	-4	7	3	1	5
Cc1nc(NN)nc(NCc2ccccc2)n1	-1	2	-3	2	-4	2	4	1	-1
COC(=O)/C=c1/s/c(=C(/C#N)C(=O)N2CCCCC2)n(-c2ccccc2)c1=O	2	10	1	2	-2	5	0	3	-3
CCOC(=O)Cn1nc(/C=C/c2ccccc2)ccc1=O	7	-3	-2	-8	4	-1	-6	-6	-3
COc1ccc(/C=C/C2=CC(C)(C)NC(=S)N2)c(OC)c1	-9	-6	-4	7	5	1	6	0	3
O=C(Cn1cc(Br)ccc1=O)Nc1ccc2c(c1)OCO2	.	6	4	12	-1	-4	5	-4	-2
CC1CCN(S(=O)(=O)N2CCC(C(=O)NCc3ccc4c(c3)OCO4)CC2)CC1	1	-4	1	4	2	3	7	2	0
CCN(CC)C(=O)Cn1c(=O)oc2ccccc21	4	0	2	2	-6	10	9	-1	-2
COc1ccc(OCCCC(=O)Nc2cc(Cl)ccc2-n2cncn2)cc1	13	5	-2	-11	0	-1	1	2	-3
Nc1nc(-c2ccccc2)c(N=Nc2cccc3ccccc23)s1	2	0	-2	15	14	3	6	-1	31*
Nc1nccc(-c2nn(-c3ccc(Cl)cc3)ccc2=O)n1	4	5	-5	16	-10	7	4	1	-1
COc1ccc(NC(=O)CN(C)C(=O)C2CCCO2)cc1 (stereo unspecified)	.	0	-4	1	-1	5	5	-3	-1
CCO[C@@H]1OC(C(=O)N2CCCCCCC2)=C[C@H](c2ccc3c(c2)OCO3)[C@H]1CCCO	10	-3	3	3	0	-4	2	-3	4
CN1C=CC=C/C1=C1/SC(=S)N(Cc2ccccc2)C1=O	-1	-8	-1	13	4	-3	8	-6	0
COc1ccc(-c2nc(CS(=O)(=O)CC(=O)NCc3ccccc3Br)c(C)o2)cc1	-3	-4	-4	-4	12	6	1	-4	12
C/C=C(/C)C(=O)Nc1cccc(C2=NOC3(C2)C[C@@H](C(N)=O)N(C(=O)CC(c2ccccc2)c2ccccc2)C3)c1 (stereo partly specified)	5	-1	1	3	-1	-5	-3	-2	2
O=C(CSc1ncccn1)NNC(=O)c1ccccc1	7	-2	-1	8	3	5	6	-3	0
Cc1ccccc1N1C(=S)NC2c3ccccc3OC1(C)C2C(=O)N(C)C (stereo unspecified)	6	-4	2	-16	-2	4	4	-1	0
O=C(OC(C(=O)NCc1ccc(F)cc1)c1ccccc1)c1ccco1 (stereo unspecified)	5	-4	-3	0	-3	3	3	6	-3
O=C(COC(=O)c1c(Cl)ccc(Cl)c1Cl)NCC1CCCO1 (stereo unspecified)	.	.	1	21	.	3	7	.	4
Nc1cc(OCC(F)(F)F)cc(OCC(F)(F)F)c1	1	-2	3	12	0	1	5	0	7
COc1cc(C2NC(=S)NC(C)=C2C(=O)Nc2cc(C)cc(C)c2)ccc1O (stereo unspecified)	-6	-4	-5	-7	1	1	3	-1	-2
NC(=O)NC(=O)COC(=O)c1ccc(OC(F)F)cc1	9	6	-4	4	-3	-1	12	-1	7
O=C(CSc1ccccn1)Nc1ccc(Cl)cn1	-1	3	7	-5	2	4	-2	1	8
CC1CCN(CCCNC(=O)c2cc3c(Cl)nc4ccccc4c3s2)CC1	-1	-2	0	-23	9	-1	4	-3	-3
C=CCn1c(=O)c(C(=O)Nc2ccc(C)cn2)c(O)c2ccccc21	2	-3	7	-6	-1	3	2	-4	3
O=C(NCCSCc1ccco1)Nc1cccc(Cl)c1	-3	2	0	-1	-7	4	3	-2	2
